Screening results as filed in PubChem BioAssay.
M. tuberculosis HTS = M. tuberculosis growth inhibition, HTS (AID 449762) | M. tuberculosis H37Rv growth inhibition, 7H9 media; higher % means a stronger effect | one-dose inhibition, % at 25 µM; IC50 in µM for titrated hits | 330,000 tested, 0.59% active; in the data active = a potency from the dose series; inconclusive = inhibition above about 70% without an active follow-up result;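 also: bacterial growth assessed after seven days of incubation; strong numbers were not always called active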
H1N1 NS1A inhibition = H1N1 influenza NS1A inhibitors, functional cell based assay (AID 504329) | NS1A functional cell-based assay, percent inhibition; higher % means a stronger effect | inhibition, % at 12.5 µM; hits with a dose series show IC50 in µM | 340,000 tested, 0.3% active; in the data active = a potency from the dose series; inconclusive = inhibition above about 27% without an active follow-up result; also: strong numbers were not always called active
tuberculosis growth = growth inhibition of non-replicating M. tuberculosis (AID 488890). one-dose inhibition, % at 25 µM; IC50 in µM for titrated hits. 320,000 tested, 0.39% active. Mycobacterium tuberculosis non-replicating, growth inhibition; higher % means a stronger effect; in the data active = a potency from the dose series; inconclusive = inhibition mostly from about 82% at the one dose, without a potency; inactive = the rest, 99 in 100 with inhibition below about 76%;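 also: plate controls were DMSO cells for no effect and high antibiotic wells for full effect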
PhoP GFP inhibition = PhoP regulon inhibitors, Salmonella typhi PhoP promoter GFP reporter, confirmatory (AID 1850) | Salmonella Typhi PhoP-promoter GFP reporter, fluorescence, 4 h; higher % means a stronger effect | inhibition, % at 50 µM, or IC50 in µM where a hit was titrated | 310,000 tested, 0.33% active; in the data active = a potency from the dose series; inconclusive = inhibition mostly from about 25% at the one dose, without a potency; inactive = the rest, 99 in 100 with inhibition below about 19%;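 also: 0% = induced wells with vehicle and 100% = uninduced wells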
inhibitors of VEEV = inhibitors of VEEV TC-83 cytopathic effect, confirmation, Vero cells (AID 588727); 350,000 tested, 0.13% active; inhibition, % at 20 µM, or IC50 in µM where a hit was titrated; Vero cells, VEEV TC-83 cytopathic effect inhibition; higher % means a stronger effect; in the data active = a potency from the dose series; inconclusive = inhibition mostly from about 14% at the one dose, without a potency; inactive = the rest, 99 in 100 with inhibition below about 12%; also: strong numbers were not always called active
inhibitors of VEEV 10K pilot screen = further read-out of inhibitors of VEEV, marked with its call; inhibition, %; measured here: 10K pilot screen inhibition
An asterisk follows results filed as active; i = inactive; u = inconclusive; x = not tested or not shown.

SMILES	M. tuberculosis HTS	H1N1 NS1A inhibition	tuberculosis growth	PhoP GFP inhibition	inhibitors of VEEV	others
O=C(Nc1ccc2c(c1)CCC2)c1cc2ccccc2o1	u	-15%	u	7%	1.0%
COc1ccccc1Nc1nc2c(s1)CCC2	0%	-1%	77%	11%	6.2%
COc1ccc(NC(=O)c2cc(-c3cc(Cl)ccc3O)n[nH]2)c(OC)c1	9%	-9%	-10%	-3%	1.8%
C/C(=N/OC(=O)c1ccc(C)cc1)C(=O)c1ccc(Br)cc1	0%	-20%	8%	-27%	i
Cc1ccc(C)c(S(=O)(=O)NCCCc2ccccc2)c1	4%	10%	23%	1%	i
CCCOc1cccc(C(=O)NCCNC(=O)c2ccc(C)nc2)c1	2%	-3%	1%	-9%	0.8%
O=C(CN1C(=O)C2C3CC(C(Br)C3Br)C2C1=O)Nc1ccc(C(=O)O)cc1 (centres undefined)	2%	-12%	-7%	-7%	i
COc1ccc(NC(=O)/C(N=Nc2ccc(Cl)c(S(=O)(=O)Nc3ccc(Cl)cc3)c2)=C(\C)O)cc1	8%	6%	12%	x	1.2%
CCCOc1ccc(NC(=O)CC2C(=O)N(c3ccc(OCC)cc3)C(=S)N2C2CC2)cc1 (centres undefined)	1%	-10%	2%	-6%	3.4%
COc1ccc(CCNC(=O)C2CCCN2S(=O)(=O)c2cccc3nsnc23)cc1OC (centres undefined)	1%	1%	13%	2%	0.6%
CC(=O)c1c(C)[nH]c(C(=O)Nc2ccc(S(=O)(=O)N(C)C)cc2)c1C	-7%	13%	1%	19%	1.7%
COc1ccccc1NC(=O)C1=C(C)NC(=O)NC1c1ccco1 (centres undefined)	-10%	0%	-7%	6%	0.5%
O=C1NC(=S)NC(=O)C1=Cc1ccccc1C(=O)O	x	6%	x	x	4.9%
O=C(CC1COc2ccccc2O1)NCCc1ccccc1 (centres undefined)	-7%	-7%	18%	-1%	0.6%
O=C(CN1C(=O)c2ccccc2C1=O)c1ccc(F)cc1	2%	-6%	8%	-2%	1.5%
CC(C)OCc1ccc(C(=O)N2CCN(CC(=O)N3CCCC3)CC2)cc1	0%	-5%	10%	x	1.1%
CCCCOc1ccc(C(=O)N2CCCCCC2)cc1	3%	1%	23%	-18%	i
CSc1ccc(N2C(=O)NC3(CCCCC3)C2=O)cc1	-4%	0%	-3%	4%	1.6%
Cc1ccc(/C=N/NC(=O)C2=NNC(c3ccccc3)(c3ccccc3)C2)c(O)c1	-7%	-9%	-2%	5%	11%
CSc1nc(-c2ccccc2)nn1C(=O)c1ccc(Cl)cc1	14%	-3%	44%	8%	0.9%
Cn1c(CSCc2ccc(Cl)cc2Cl)n[nH]c1=S	13%	-2%	4%	-14%	0.8%
CC(n1cnnn1)C12CC3CC(CC(C3)C1)C2 (centres undefined)	2%	-3%	-9%	-16%	1.2%
CC(C)CCN(Cc1ccco1)S(=O)(=O)c1ccc(-c2ccc(=O)[nH]n2)s1	1%	-5%	10%	2%	i
N#CC1(NC(=O)COc2cccnc2[N+](=O)[O-])CCCCC1	-4%	-2%	1%	x	i

Some of these compounds in order of count of non-hydrogen atoms, smallest number first.
SMILES	M. tuberculosis HTS	H1N1 NS1A inhibition	tuberculosis growth	PhoP GFP inhibition	inhibitors of VEEV	others
CC(n1cnnn1)C12CC3CC(CC(C3)C1)C2 (centres undefined)	2%	-3%	-9%	-16%	1.2%
Cc1ccc(C)c(S(=O)(=O)NCCCc2ccccc2)c1	4%	10%	23%	1%	i
Cc1ccc(/C=N/NC(=O)C2=NNC(c3ccccc3)(c3ccccc3)C2)c(O)c1	-7%	-9%	-2%	5%	11%

Continuation.
SMILES	M. tuberculosis HTS	H1N1 NS1A inhibition	tuberculosis growth	PhoP GFP inhibition	inhibitors of VEEV	others
O=C(NC(=O)c1ccccc1O)c1ccc2c(c1)CCO2	-6%	-22%	19%	-6%	4.4%
Cc1ccc(C(=O)N2N=C(CC(C)C)CC2(O)C(F)(F)F)o1 (centres undefined)	97%	-18%	6.3µM*	2%	1.4%
C=CC[C@H](CC(=O)NCCO)C(=O)N[C@H](COC(=O)[C@@H](CC=C)Cc1ccc(F)cc1)Cc1ccccc1	6%	-5%	30%	x	3.2%
Cc1c(C(=O)N2CC(C(=O)N3CCCCC3)Oc3ccccc32)oc2ccccc12 (centres undefined)	x	3%	x	x	u
O=C1C2CCCN2C(=O)N1CCN1CCN(c2cccc(C(F)(F)F)c2)CC1 (centres undefined)	x	2%	x	x	i
Cc1c(O)ccc(C(=O)CN2CCN(Cc3ccccc3)CC2)c1O	-2%	-8%	20%	3%	4.0%
CCCc1nn(C)c2c(=O)[nH]c(-c3cc(S(=O)(=O)N4CCN(C)CC4)ccc3OCC)nc12	-3%	10%	-15%	-12%	0.5%
c1ccc(COc2ccc(OCCn3cncn3)cc2)cc1	3%	-4%	18%	-9%	i
COc1ccc(S(=O)(=O)N(C)C[C@H]2Oc3ccc(NC(=O)Cn4cnnn4)cc3C(=O)N([C@H](C)CO)C[C@@H]2C)cc1	1%	-7%	13%	x	0.5%
CCOc1ccc(CNC(=O)Cn2nc(C)n3nc(-c4ccccc4)cc3c2=O)cc1	0%	-10%	-11%	-3%	i
CC1=CC(c2ccc(Cl)cc2)n2nc(NC(=O)c3ccccc3)nc2N1 (centres undefined)	-6%	1%	-1%	2%	1.9%
O=C(N/N=C/c1ccc(F)cc1)c1ccncc1	u	-21%	x	-4%	1.1%
COc1ccc(OCC(=O)NC2CCCc3ccccc32)cc1 (centres undefined)	1%	5%	4%	-1%	0.4%
CCCc1nnc(NS(=O)(=O)c2ccc(C)cc2)o1	x	-1%	x	x	1.2%
CCN(CC)CCNS(=O)(=O)c1ccc(C(=O)NN)cc1	-3%	6%	-5%	-19%	0.5%
COc1cc(C(=O)NC2CCN(Cc3ccccc3)CC2)cc(Cl)c1OC(C)C	15%	-5%	25%	10%	i
CCN1CCc2c(OCC(=O)Nc3ccccc3)cccc2C1=O	-9%	-7%	-8%	-5%	1.8%
CC(C)NC(=O)CCNS(=O)(=O)c1ccc(Br)cc1	-9%	-3%	-13%	1%	1.7%
COC(=O)C1=C(c2cc3ccccc3o2)C[C@@H]2CC[C@H]1N2C(=O)N1CCCCC1	-9%	5%	0%	1%	5.2%
CNC(=O)CSCc1c(F)cccc1Cl	-13%	-5%	-1%	-6%	i
COc1cccc(NC(=O)CN(C)C(=O)CCNC(=O)c2ccc(Br)cc2)c1	7%	0%	3%	10%	2.3%
Cc1ccc(S(=O)(=O)Nc2c(O)c3ccccc3oc2=O)cc1C	8%	4%	-8%	19%	1.8%
CCc1c(O)nc(SCC(=O)Nc2nc3ccccc3s2)n(C2CCCCC2)c1=O	2%	-6%	u	8%	6.9%
COc1ccc(NC(=O)COC(=O)c2ccccc2SCC(=O)N2CCCC2)cc1	-1%	-2%	-1%	-1%	4.5%

4 compounds drawn at random from those above, as already listed:
SMILES	M. tuberculosis HTS	H1N1 NS1A inhibition	tuberculosis growth	PhoP GFP inhibition	inhibitors of VEEV	others
CC(C)NC(=O)CCNS(=O)(=O)c1ccc(Br)cc1	-9%	-3%	-13%	1%	1.7%
CCCc1nnc(NS(=O)(=O)c2ccc(C)cc2)o1	x	-1%	x	x	1.2%
CNC(=O)CSCc1c(F)cccc1Cl	-13%	-5%	-1%	-6%	i
Cc1ccc(S(=O)(=O)Nc2c(O)c3ccccc3oc2=O)cc1C	8%	4%	-8%	19%	1.8%

(further entries)
SMILES	M. tuberculosis HTS	H1N1 NS1A inhibition	tuberculosis growth	PhoP GFP inhibition	inhibitors of VEEV	others
Cc1ccc(S(=O)(=O)Nc2ccccc2C(=O)N2CCCCCC2)cc1	6%	-8%	23%	1%	i
Cc1csc(NC(=O)CCCC(=O)O)c1-c1nc2ccccc2s1	36µM*	-3%	37%	-20%	4.9%
CNC(=S)N1N=C(c2ccc(C)cc2)CC1c1cc(OC)ccc1OC (centres undefined)	25%	15%	4%	7%	8.0%
CCc1nnc(NC(=O)CCC(=O)N2CCN(Cc3ccc(OC)c(F)c3)CC2)s1	1%	-1%	-2%	3%	1.6%
O=C(COc1ccc(C(=O)c2ccc(F)cc2)cc1)Nc1cccc(S(=O)(=O)N2CCOCC2)c1	u	0%	u	x	3.8%
N#CC1=C(N)OC2=C(C(=O)CCC2)C12CCC1(CC2)OCCO1	-5%	8%	-14%	7%	4.6%
CCOC(=O)N1CCN(S(=O)(=O)c2ccc(C(=O)Nc3sc4c(c3C#N)CCC4)cc2)CC1	-13%	2%	-18%	-14%	1.6%
CCOc1ccc(S(=O)(=O)N2CCN(C(=O)c3cc4ccccc4o3)CC2)cc1	-7%	-13%	38%	x	7.7%
C/C(=N/NC(=O)CNc1ccc(Cl)cc1C)c1ccc(C)cc1	11%	7%	6%	-4%	1.4%
CC(C)Oc1ccc(C2C(C#N)=C(N)Oc3c2oc(CO)cc3=O)cc1 (centres undefined)	-4%	2%	1%	-8%	i
COc1ccc(CC(=O)OCC(=O)NNC(=O)c2ccccc2)cc1	-2%	7%	-2%	x	2.0%
CC(=O)Nc1cccc(/C(C)=N/NC(=O)c2cc(-c3ccncc3)nc3ccccc23)c1	-6%	-3%	6%	3%	2.0%
CCOc1ccc2[nH]c(=O)c(CN(Cc3nnnn3Cc3ccccc3)CC3CCCO3)cc2c1 (centres undefined)	2%	2%	30%	13%	12%
c1ccc2[nH]c(-c3cscn3)nc2c1	1%	-21%	13%	4%	i
O=C(O)CCCNS(=O)(=O)c1cccs1	3%	-3%	0%	0%	0.8%
COC(=O)c1sccc1NC(=O)CSc1ccccc1NS(=O)(=O)c1ccc(Cl)cc1	3%	12%	26%	-17%	2.5%
O=C(Nc1cccc([N+](=O)[O-])c1)c1[nH]ncc1Cl	-5%	15%	15%	0%	i
COc1ccc(CNC(=O)CCn2c(=O)oc3ccccc32)cc1	-8%	12%	-10%	5%	0.1%	inhibitors of VEEV 10K pilot screen=0.9
CCOP(=O)(c1ccc(N(C)C)cc1)C(O)c1ccccc1OC (centres undefined)	5%	4%	-3%	-6%	i	inhibitors of VEEV 10K pilot screen=1.1
CC12CNCC(C)(CN(C3(O)C(=O)Nc4ccc(Br)cc43)C1)C2=O (centres undefined)	-2%	12%	-4%	2%	1.1%
NC(=O)NCc1ccccc1F	-1%	x	-6%	-11%	1.9%
C[C@H](NCc1c[nH]c2ccccc12)c1ccccc1	3%	-1%	13%	6%	1.8%
CCCc1ccc2oc(C(=O)N3CCCC3)c(C)c2c1	10%	-14%	23%	-7%	i
CCOC(=O)[C@]12Cc3ccsc3[C@H]1N(Cc1ccccc1)C(=O)c1ccccc12	x	16%	x	x	i
CC(=O)Nc1ccc2nc(NC(=O)COc3ccccc3Cl)sc2c1	-7%	-1%	-3%	3%	1.5%
CCn1c(SCC(=O)Nc2cccc(C)n2)nc2c1c(=O)n(C)c(=O)n2C	-5%	-6%	9%	-7%	1.2%
COc1ccc2c(c1)c(C)cc[n+]2Cc1ccccc1	-5%	-3%	2%	-3%	i
Nc1c(C(=O)O)sc2nc(-c3ccccc3)cc(-c3ccc(F)cc3)c12	-7%	-2%	0%	-11%	3.0%
CC(C)n1c(N2CCN(C(=O)Nc3ccccc3)CC2)nc2ccccc21	-3%	-5%	11%	-5%	i
COc1ccc2nc(C)cc(C(=O)O)c2c1	4%	5%	-1%	-11%	2.6%	inhibitors of VEEV 10K pilot screen=0.3
O=C(CCN1C(=O)/C(=C/c2cccs2)SC1=S)Nc1ccc(C(=O)O)c(O)c1	59%	12%	77%	-19%	5.4%
O=C(Cc1ccc([N+](=O)[O-])cc1)Nc1nnc(C2CC2)s1	6%	-3%	-20%	-5%	0.4%
CCC(C)c1ccc(NC(=O)COC(=O)c2nc3nccc(C)n3n2)cc1 (centres undefined)	-12%	-8%	13%	6%	1.0%
CCOC(=O)c1ccc(NC(=O)c2nc[nH]c2C(=O)N(CC)CC)cc1	-5%	4%	44%	-2%	1.5%
Cc1ccc2[nH]cc(CCNC(=O)C3CCCCC3)c2c1	1%	4%	34%	1%	0.7%
O=C(CN1CCc2ccccc2C1)NCC(=O)Nc1ccc(F)cc1	2%	8%	4%	18%	1.7%
COc1ccc(Cl)cc1NC(=O)Nc1ccccc1SC	5%	0%	5%	7%	0.2%
COc1ccc(S(=O)(=O)N2CCC(C(=O)N3CCOCC3)CC2)cc1OC	3%	0%	1%	-2%	0.1%
CCCC(=O)OCC(=O)Nc1ccccc1Sc1ccccc1	1%	-9%	-25%	-6%	i
O=C1CCC/C1=C\c1ccccc1	6%	-9%	6%	-17%	1.3%
Cc1c(Br)cc(-c2nnco2)cc1Br	1%	0%	-8%	-2%	6.4%
Cc1cccc(C)c1N1C(=O)C2ON(c3ccccc3)C(c3ccncc3)C2C1=O (centres undefined)	-18%	5%	-8%	2%	i
